Screening results from PubChem.
PAD4 inh: PAD4 (human) enzyme inhibition | Q9UM07 | recombinant PAD4, RCA probe fluorescence polarization | inhibition, % at 6.36 µM | hit rate 0.41% among 330,000;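 active = percent inhibition above a cutoff equal to the mean of all tested compounds plus 3 SD, cut at about 15% in these data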;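 note: 0% = PAD4 with RCA probe and DMSO and 100% = probe without PAD4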
LYPLA2 inh: counter-screen for PME1 inhibitors: inhibitors of human LYPLA2 | O95372 | recombinant LYPLA2, FP-Rh probe fluorescence polarization | inhibition, % at 5.9 µM | hit rate 0.38% among 320,000 | AID 2177;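 active = inhibition above the screen-wide mean plus 3 SD, limit set per campaign, cut at about 26% in these data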;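 note: 0% = LYPLA2 with DMSO and 100% = wells lacking LYPLA2 enzyme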
Target sequence (O95372 whole entry, looked up): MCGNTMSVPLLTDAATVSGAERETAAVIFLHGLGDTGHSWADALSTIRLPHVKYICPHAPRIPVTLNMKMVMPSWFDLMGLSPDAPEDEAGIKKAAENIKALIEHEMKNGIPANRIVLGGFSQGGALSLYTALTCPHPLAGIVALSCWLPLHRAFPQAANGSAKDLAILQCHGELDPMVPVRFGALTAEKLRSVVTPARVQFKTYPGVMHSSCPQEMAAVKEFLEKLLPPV
PAFAH1B3 FP inh: PAFAH1B3 (human) inhibition; Q15102; recombinant PAFAH1B3, FP-rhodamine probe, fluorescence polarization; inhibition, % at 3.39 µM; hit rate 0.28% among 340,000; AID 492972;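 active = inhibition above the screen-wide average of all tested compounds plus 3 SD, cut at about 25% in these data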;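 note: 0% = enzyme with DMSO only and 100% = wells lacking PAFAH1B3 protein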
PME-1 inh: PME-1 (human) inhibition | Q9Y570 | recombinant PME-1, FP-Rh probe fluorescence polarization | inhibition, % at 5.9 µM | hit rate 0.53% among 320,000;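 active = inhibition above the campaign mean of all compounds plus 3 SD, cut at about 26% in these data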;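 note: competitive labeling of PME-1 active site by serine hydrolase directed probe; 0% = PME-1 with DMSO and 100% = wells lacking PME-1 enzyme; inhibitors block probe labeling so polarization falls and inhibition rises; many of its hits are not listed in these tables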
PREPL inh: inhibitors of human prolyl oligopeptidase-like enzyme PREPL; hit rate 0.68% among 320,000; Q4J6C6; inhibition, % at 5.96 µM; recombinant PREPL, fluorescence polarization activity-based probe; in the data active = inhibition above about 43%;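 note: 0% = enzyme with DMSO and 100% = wells lacking enzyme; many of its hits are not listed in these tables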
GSTO1 inh: counter-screen for RBBP9 inhibitors: inhibitors of human GSTO1 | hit rate 1.1% among 300,000 | inhibition, % at 5.96 µM | recombinant GSTO1, activity-based probe fluorescence polarization;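 active = inhibition above the campaign mean inhibition plus 3 SD, cut at about 35% in these data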;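 note: 0% = GSTO1-1 with DMSO and 100% = wells lacking GSTO1-1 enzyme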
Target sequence (P78417 whole entry, looked up): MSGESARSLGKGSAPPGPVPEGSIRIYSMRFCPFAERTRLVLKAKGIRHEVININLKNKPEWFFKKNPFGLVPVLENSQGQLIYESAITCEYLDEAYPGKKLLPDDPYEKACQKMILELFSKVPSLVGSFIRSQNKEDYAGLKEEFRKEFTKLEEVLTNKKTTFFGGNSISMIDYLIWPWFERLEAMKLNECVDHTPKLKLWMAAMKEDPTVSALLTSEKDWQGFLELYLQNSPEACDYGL
PAFAH1B2 inh: blocks human PAF acetylhydrolase 1b catalytic subunit 2; hit rate 1.2% among 340,000; P68402; recombinant PAFAH1B2, FP-rhodamine activity probe, fluorescence polarization; inhibition, % at 3.39 µM;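 active = inhibition above the mean of all tested compounds plus 3 SD, cut at about 24% in these data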;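 note: 0% = enzyme with DMSO and 100% = wells lacking PAFAH1B2; many of its hits are not listed in these tables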
Target sequence (P68402 whole entry, looked up): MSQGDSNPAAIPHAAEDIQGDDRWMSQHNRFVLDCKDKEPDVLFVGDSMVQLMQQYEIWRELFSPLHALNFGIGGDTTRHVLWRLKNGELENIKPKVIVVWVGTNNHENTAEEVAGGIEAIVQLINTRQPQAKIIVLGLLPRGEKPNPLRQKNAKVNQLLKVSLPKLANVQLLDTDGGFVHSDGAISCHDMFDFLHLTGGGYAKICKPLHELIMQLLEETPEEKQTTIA
pPAFAH FP inh: pPAFAH (human) enzyme inhibition. recombinant pPAFAH, FP-rhodamine probe fluorescence polarization. Q13093. inhibition, % at 3.39 µM. AID 463082. hit rate 1.5% among 330,000;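 active = inhibition above the mean inhibition across the screen plus 3 SD, cut at about 25% in these data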;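 note: inhibitors block binding of the rhodamine activity-based probe so polarization drops; 0% = enzyme with DMSO and 100% = wells lacking pPAFAH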
LYPLA1 counter: LYPLA1 (human) inhibition in PME1 counter-screen; AID 2174; hit rate 0.16% among 320,000; inhibition, % at 5.9 µM; O75608; recombinant LYPLA1, FP-Rh probe fluorescence polarization;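 active = inhibition above the mean of all tested compounds plus 3 SD, set per campaign, cut at about 14% in these data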;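 note: inhibitors block serine hydrolase probe labeling of LYPLA1 so polarization falls; 0% = enzyme with DMSO and 100% = wells lacking LYPLA1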
Target sequence (O75608 whole entry, looked up): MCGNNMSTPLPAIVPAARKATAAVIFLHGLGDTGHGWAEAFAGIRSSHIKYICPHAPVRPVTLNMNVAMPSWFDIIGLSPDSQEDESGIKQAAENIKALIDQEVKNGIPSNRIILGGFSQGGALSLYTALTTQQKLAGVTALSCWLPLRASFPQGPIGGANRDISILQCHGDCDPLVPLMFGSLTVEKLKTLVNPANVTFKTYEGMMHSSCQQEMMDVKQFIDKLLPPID
Numbers without * were called inactive; · = not tested or not shown.

SMILES	PAD4 inh	LYPLA2 inh	PAFAH1B3 FP inh	PME-1 inh	PREPL inh	GSTO1 inh	PAFAH1B2 inh	pPAFAH FP inh	LYPLA1 counter
CS(=O)(=O)N1CCc2cc(C(=O)NC3CC3)ccc21	0	1	6	3	-8	-1	4	-3	-3
COc1ccc(Cn2nnnc2C(c2cccs2)N2CCN(c3ccccc3)CC2)cc1 (configuration not stated)	-4	2	7	8	-58	2	-5	9	1
CCOC(=O)/C=C/C(=O)Nc1ccc(-c2nnc3n2CCCCC3)cc1	-7	-4	4	-1	8	0	-5	-1	-2
CCOc1ccc(S(=O)(=O)N2CCN(Cc3ccccc3)CC2)cc1	-6	-4	3	-1	-11	-1	-3	-3	1
CC(=O)Nc1ccc(NC(=O)CSc2ccc(-c3cccnc3)nn2)cc1	0	2	-3	5	-1	-4	-2	3	-5
COc1cccc(-c2nn(-c3ccccc3)cc2CNC(C)Cn2cncn2)c1 (configuration not stated)	0	5	-1	2	-7	-2	4	6	-2
Cc1noc(C)c1CSCC(=O)N(C)CC(=O)Nc1ccccc1Cl	0	-3	4	2	14	1	3	0	-2
CC(Oc1ccc2ccc(=O)oc2c1)C(=O)c1ccccc1 (configuration not stated)	-1	5	10	0	-3	6	7	-3	2
Cc1cc(OCC(=O)N2CCC(C(=O)O)CC2)c2c(C)c(C)c(=O)oc2c1	-4	5	2	0	0	4	-1	8	3
CCc1ccc(C2NC(=S)NC3=C2C(=O)N(c2ccccc2OC)C(c2ccc(CC)cc2)N3)cc1 (configuration not stated)	1	4	15	3	-4	-37	18	8	-2
COc1ccc(-n2c(CCc3ccccc3)n[nH]c2=S)cc1	0	3	0	0	-23	10	1	8	-3
C/C(=N\NC(=O)C1COc2ccccc2O1)c1ccccn1 (configuration not stated)	-1	2	12	5	7	16	8	0	5
Cc1ccc2oc(=O)cc(CN3CCN(Cc4ccccc4)CC3)c2c1	1	0	1	-5	-1	10	2	3	-4
Cc1cccc(NC(=O)[C@@H]2CCCN2C(=O)OC(C)(C)C)c1C	-2	-6	4	7	-3	8	1	-2	0
Cc1ccc(N2CC(C(=O)OCc3nnc(-c4ccccc4)o3)CC2=O)cc1 (configuration not stated)	-1	2	0	5	8	-1	6	11	-1
COc1cc(NS(=O)(=O)c2ccc(NC(=S)NC(=O)C(C)(C)C)cc2)nc(OC)n1	-3	4	3	3	1	1	3	6	3
O=C(Nc1cccc(F)c1)OC(CN1CCCCC1)C(F)(F)F (configuration not stated)	1	2	-3	-1	11	4	3	-5	-1
CCOC(=O)c1c(C)n(C)c2ccc(OC)c(NC(=O)CN3CCSCC3)c12	0	6	9	6	12	5	6	5	-4
COc1ccccc1NC(=O)c1ccc(COc2ccc3c(c2)CCC3)cc1	2	-4	-1	-9	10	-2	2	-1	-1
CCCc1cc(=O)oc2cc(OC(C)C(=O)NCC3CCC(C(=O)O)CC3)c(Cl)cc12 (configuration not stated)	2	2	13	-2	-1	3	6	1	1
CCOC(=O)/C=C/C(=O)N1CCN(C(=O)/C=C/C(=O)OCC)CC1	-3	3	-4	0	13	-4	5	3	0
CC(C)CCNC(=O)CN1N=C(c2ccc(Cl)cc2)CCC1=O	1	0	4	5	10	-2	2	6	2
CC1CC(C)CN(S(=O)(=O)c2ccc(C(=O)NNC(=O)c3ccccc3F)cc2)C1 (configuration not stated)	-2	·	3	·	7	·	26*	2	·
CC(=O)N1CCN(c2ccnc3cc(Cl)ccc23)CC1	0	1	14	-3	6	-6	2	-3	2
N#C/C(=C\c1ccc(OC(F)F)cc1)C(=O)N1CCCCC1	1	0	2	-1	0	-9	4	6	0

Continued.
SMILES	PAD4 inh	LYPLA2 inh	PAFAH1B3 FP inh	PME-1 inh	PREPL inh	GSTO1 inh	PAFAH1B2 inh	pPAFAH FP inh	LYPLA1 counter
COc1ccc(-n2nc(C(=O)O)c3ccccc3c2=O)cc1	-1	-2	3	8	-2	7	0	7	-2
Cc1ccccc1CN1N=C(/C=C/c2ccccc2)CCC1=O	-3	7	11	7	-40	4	1	6	-1
O=C1c2ccccc2C2=Nc3ccccc3SC(c3cccc(F)c3)C12 (configuration not stated)	-5	-6	2	19	17	-12	-5	9	-9
Cc1cccc(NC(=O)Cn2cnc3sc(C)c(S(=O)(=O)N4CCC(C)CC4)c3c2=O)n1	-4	1	1	1	24	6	1	5	1
CCOc1cc(/C=N/NC(=O)C(=O)N2CCCC2)ccc1O	2	6	15	0	-4	6	2	0	1
COc1cccc(-n2c(Cc3cc(=O)[nH]c(=O)[nH]3)nnc2SCC(=O)N2CCCCC2)c1	1	0	10	-5	-5	10	10	17	-2
COc1cc(C2C3=C(CCCC3=O)Nc3c2c(C)nn3-c2cccc(C)c2)cc(OC)c1O (configuration not stated)	-2	3	3	1	12	10	4	6	-1
Cc1cc(C)c2cc(C#N)c(SCC(=O)NCC3CCCO3)nc2c1 (configuration not stated)	1	1	-1	-2	3	0	-2	2	0
O=C(Nc1nccs1)c1cc(-c2ccncc2)nc2ccccc12	-12	-4	9	1	11	-3	5	1	-3
O=C(Nc1ccc(N2CCN(Cc3ccccc3F)CC2)cc1)c1ccccc1[N+](=O)[O-]	-6	21	5	3	7	5	-3	7	4
COc1ccc(CC(=O)Oc2ccccc2Cl)cc1S(=O)(=O)N1CCOCC1	10	-3	-1	-8	16	6	1	1	0
Cc1nc2ccccc2n1S(=O)(=O)c1ccc(S(=O)(=O)N2CCCCCC2)cc1	0	4	3	-10	-3	-3	6	-1	0
CC12CCC(C(=O)N(CSC(=S)N/N=C\c3ccccc3Cl)C1=O)C2(C)C (configuration not stated)	2	-2	15	3	31	-9	12	7	-8
COc1ccccc1Nc1nc(-c2sc(N)nc2C)cs1	-15	0	16	10	33	11	7	27*	-2
O=C(CCC(=O)Nc1ccc(Cl)cc1)N/N=C/c1ccc2c(c1)OCO2	-2	2	4	-6	6	0	0	2	3
CCCCc1cn(C[C@H]2CC[C@@H]([C@@H]3CC[C@H](Cn4cc(CCCC)nn4)O3)O2)nn1	-2	7	-1	4	8	-1	6	5	-1
CN(C)S(=O)(=O)c1ccc(S(=O)(=O)N2CCCC2)cc1	-6	2	2	8	2	2	3	5	-3
CC(C)NC(=S)N1CCN(S(=O)(=O)c2cccc(C(F)(F)F)c2)CC1	-2	-1	5	9	8	3	4	5	-2
N/C(=N/OC(=O)c1ccc(Cl)cc1)c1ncc([N+](=O)[O-])s1	6	-2	·	5	27	13	·	0	-4
O=C1CCc2cc(S(=O)(=O)NC(Cc3ccccc3)C(=O)N3CCN(c4ccccn4)CC3)ccc2N1 (configuration not stated)	1	0	6	4	16	1	6	1	3
CC(=O)NCCC1CCCCN1C(=O)c1cc(COc2cc(C)ccc2C)on1 (configuration not stated)	-4	0	0	-3	-1	-5	2	5	0
O=C(NC1CCCCC1)N(Cc1ccccc1)Cc1ccco1	1	6	7	0	-1	-4	4	10	3
COCCNC(=O)C(c1ccc(C)o1)N(C(=O)c1snc(C(N)=O)c1N)c1cc(C)cc(C)c1 (configuration not stated)	-1	1	-4	-4	-8	7	2	-1	1
Cc1cc(C)n(-c2ccc(C(=O)OCC(=O)NCc3ccc(Cl)cc3)cc2)n1	1	1	-5	3	-4	-2	1	23	0
O=C1CN(C(=O)CSc2nnc3ccccn23)c2ccccc2N1	-6	0	-6	-1	10	7	0	-2	1

More records follow:
SMILES	PAD4 inh	LYPLA2 inh	PAFAH1B3 FP inh	PME-1 inh	PREPL inh	GSTO1 inh	PAFAH1B2 inh	pPAFAH FP inh	LYPLA1 counter
Cc1ncc(CO)c(/C=N/NC(=O)c2ccc(O)cc2)c1O	3	3	9	-1	5	-4	-1	6	-2
Cc1cccc(N/N=C(\C=N\N)C(=O)c2ccc(Br)cc2)c1	-2	-9	·	-1	6	-5	·	1	-6
CSc1ccc(Cl)c(C(=O)Nc2ccc(Cl)cn2)c1	-1	-2	5	0	0	5	1	3	-2
CSc1nnc(C(C)(C)C)c(=O)n1/N=C/c1ccccc1O	-3	-3	0	-8	6	8	-2	-3	-3
O=C(Nc1ccccc1Oc1ccccc1)c1ccc(Br)o1	4	2	2	-4	-18	-6	3	18	2
CN(C)/C=C1\N=C(c2cccs2)OC1=O	-5	3	5	1	2	2	3	6	2
Cc1nc2ccc(C(=O)N(C)CC3CCCN(CCc4ccc(Cl)cc4)C3)cc2[nH]1 (configuration not stated)	3	1	9	-3	-11	-1	1	3	0
OCCN(CCCn1c(C(F)(F)F)nc2ccccc21)c1nc(CN2CCCCC2)cs1	0	-2	5	2	29	8	-6	5	0
Cn1c(N)c(C(=O)COC(=O)/C=C/c2ccc(F)cc2)c(=O)n(C)c1=O	2	8	4	3	39	·	3	4	-1
CCc1ccccc1N(C)S(=O)(=O)c1ccc(-c2cc(C)no2)s1	-2	-1	5	-2	-7	3	4	1	-1
O=C1NC(=O)C(Nc2cccc3ccccc23)S1 (configuration not stated)	0	-6	6	-1	7	2	2	4	1
O=C1C2C3C=CC(C4CC34)C2C(=O)N1c1nccs1 (configuration not stated)	0	5	2	-2	-5	3	-3	0	1
COc1ccc(C2CCCN2C(=O)Nc2cccc(C(C)=O)c2)cc1OC (configuration not stated)	2	2	3	7	-2	-3	-1	-3	2
Cc1cc(C(=O)CCC(=O)Nc2ccc(S(N)(=O)=O)cc2)c(C)s1	1	2	-3	5	-1	·	5	-2	-2
CC(=O)Nc1cc(Br)ccc1O	-6	-4	5	-3	14	12	7	-3	-1
O=C(NCCOCCNC(=O)OCc1ccccc1)OCc1ccccc1	10	4	-1	-1	7	5	5	14	0
O=C1C=C(NCc2ccc(Cl)cc2)CC(c2ccco2)C1 (configuration not stated)	-3	0	12	1	11	-1	29*	11	0
CNC(C)C(=O)NC(C(=O)N1CCCC1C(=O)NNc1ccccc1)C(C)C (configuration not stated)	0	3	4	7	21	·	1	3	1
O=C(NCc1ccccc1)C(c1ccccc1)N(C(=O)c1csnn1)c1ccccc1 (configuration not stated)	-5	6	-2	0	6	2	1	2	4
O=C(NN1C(=O)c2ccccc2C1=O)c1ccccc1[N+](=O)[O-]	-5	1	3	3	19	-2	2	1	2
COc1cccc(C=Nc2cc(C)cc(C)c2)c1O	6	3	-1	4	0	0	1	3	-1
CC(C)OCCCNC(=O)Nc1cccc2ccccc12	-1	-3	8	-4	10	12	7	3	-4
Cc1cccc(C)c1OCc1cc(C(=O)NCC2CCCCC2)no1	2	1	7	3	4	-3	5	6	1
Cc1cc(C)n2nc(C(=O)N/N=C/c3ccc(O)cc3)nc2n1	0	-4	8	-3	-6	-7	5	5	-1
CCOc1ccc(CCNC(=O)COC(=O)c2ccc(S(C)(=O)=O)cc2)cc1OCC	-3	4	9	1	26	-4	3	12	1
CC(COc1ccccc1)N1CCC(CO)(Cc2ccccc2)CC1 (configuration not stated)	-3	3	8	0	-4	10	5	-1	4
COc1ccc(/C=N\NC(=O)CCN2CCN(c3ccccc3)CC2)cc1OC	0	2	-3	1	16	0	2	4	0
CCN1CCN(C(=O)c2cc3c(OC)c(OC)c(OC)cc3[nH]2)CC1	2	3	7	0	-1	2	1	4	0

An excerpt; count on the stated rates, not on these rows.
